Assay outcomes deposited in PubChem by The Scripps Research Institute Molecular Screening Center.
FBW7 act = activators of human E3 ligase FBW7; AlphaScreen FBW7–phospho-cyclin E peptide binding, activator screen; 0.13% of 650,000 active; AID 1259310; normalized activity (activation), % at 26.1 µM; in the data active = normalized activity above about 1.9%;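 note: purified mutant Fbw7 with reduced substrate affinity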
Target sequence (Q969H0 whole entry, looked up): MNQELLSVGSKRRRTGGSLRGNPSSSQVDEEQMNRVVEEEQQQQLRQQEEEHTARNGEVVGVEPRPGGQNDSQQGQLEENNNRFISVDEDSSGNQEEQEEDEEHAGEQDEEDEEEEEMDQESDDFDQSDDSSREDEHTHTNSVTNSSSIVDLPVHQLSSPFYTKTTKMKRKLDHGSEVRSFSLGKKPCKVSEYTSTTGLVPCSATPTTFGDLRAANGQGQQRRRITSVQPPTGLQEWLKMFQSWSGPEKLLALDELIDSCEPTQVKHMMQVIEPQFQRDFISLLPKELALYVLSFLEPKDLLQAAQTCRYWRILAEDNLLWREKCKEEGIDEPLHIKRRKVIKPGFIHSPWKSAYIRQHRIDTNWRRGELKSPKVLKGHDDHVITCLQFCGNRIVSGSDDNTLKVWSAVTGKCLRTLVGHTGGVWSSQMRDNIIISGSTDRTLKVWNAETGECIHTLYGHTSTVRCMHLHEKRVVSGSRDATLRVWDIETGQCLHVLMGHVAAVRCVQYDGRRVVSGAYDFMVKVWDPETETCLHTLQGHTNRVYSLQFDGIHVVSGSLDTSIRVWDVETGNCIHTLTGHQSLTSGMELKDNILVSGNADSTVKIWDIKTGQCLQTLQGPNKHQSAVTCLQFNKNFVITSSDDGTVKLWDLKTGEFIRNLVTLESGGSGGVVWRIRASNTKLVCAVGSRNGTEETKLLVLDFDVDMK
GPR151 ag = human GPR151 activation. Q8TDV0. PathHunter beta-arrestin GPR151 cells, luminescence. activation, % at 11.2 µM. 1% of 650,000 active. AID 1508602; in the data active = activation above about 4.9%;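 note: 0% = median of compound wells and 100% = cells with positive control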
Target sequence (Q8TDV0 whole entry, looked up): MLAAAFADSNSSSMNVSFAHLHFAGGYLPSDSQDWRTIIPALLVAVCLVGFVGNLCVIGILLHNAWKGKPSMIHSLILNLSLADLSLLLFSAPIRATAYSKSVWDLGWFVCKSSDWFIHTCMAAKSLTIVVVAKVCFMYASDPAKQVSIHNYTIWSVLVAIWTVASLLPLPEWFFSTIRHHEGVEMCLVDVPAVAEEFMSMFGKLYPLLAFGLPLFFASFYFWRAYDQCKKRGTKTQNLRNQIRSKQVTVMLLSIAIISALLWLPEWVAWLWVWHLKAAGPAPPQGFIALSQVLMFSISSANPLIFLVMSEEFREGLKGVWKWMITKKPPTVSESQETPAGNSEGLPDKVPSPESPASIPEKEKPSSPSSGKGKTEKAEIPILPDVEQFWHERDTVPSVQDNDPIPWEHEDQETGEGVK
MITF inh = human MITF inhibition, primary screen; O75030; 0.91% of 650,000 active; AlphaScreen MITF homodimerization, bead proximity signal; inhibition, % at 2.6 µM; in the data active = inhibition above about 50%;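 note: 0% = vehicle wells with protein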
TEAD-YAP block = TEAD-YAP interaction inhibition. HEK-TIYL cells, TEAD-Gal4/YAP UAS-luciferase luminescence. inhibition, % at 9.12 µM. 1.4% of 640,000 active; in the data active = inhibition above about 32%;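 note: 0% = median of test compound wells and 100% = reference inhibitor wells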
An asterisk follows results filed as active; & = joins results of further samples.

SMILES	FBW7 act	GPR151 ag	MITF inh	TEAD-YAP block
CC(C)C(C(=O)O)N1C(=O)C2C3C=CC(C4CC34)C2C1=O (stereo not drawn)	-0.1	0.6	-21	5
COC(=O)c1ccc(NC(=O)CSc2ccc3nnc(-c4ccc(F)cc4)n3n2)cc1	-0.1	1.3	-2	13
CCCNc1ccc(C(N)=O)cc1[N+](=O)[O-]	0.7	-1.3	8	-6
Cc1ccc(-c2cc(C(=O)NCC3CCCO3)[nH]n2)cc1C (stereo not drawn)	0.4	0.7	14	-86
Cc1ccc(NC2SCCNC2=O)cc1 (stereo not drawn)	-0.1	0.0	-7	-2
CCCCCOc1ccc(/C=c2\sc3nc(-c4cccnc4)nn3c2=O)cc1	0.1	-0.4	15	-7
CC1CCN(S(=O)(=O)c2ccc3nc(-c4ccccn4)cc(C(=O)O)c3c2)CC1	-0.1	0.1	8	8
Cc1ccc(NC(=O)c2oc3ccc(S(=O)(=O)N4CCOCC4)cc3c2C)cc1C	1.0	-0.6	13	-4
Cc1onc(-c2ccccc2Cl)c1C(=O)Nc1cc(Cl)ccc1Cl	-0.1	0.8	-7	3
NS(=O)(=O)c1ccc(CNc2nccn3c(-c4ccccc4CO)cnc23)cc1	0.3	0.1	-17	15
O=C(O)c1nn2c(C(F)(F)F)cc(-c3cccs3)nc2c1Cl	0.1	1.2	4	3
COc1ccc2cc3c(N)c(C(=O)Nc4nc(C)c(C)s4)sc3nc2c1	-0.1	1.1	-10	-50
CCc1ccc(NC(=O)CN2C(=O)COc3cc(S(=O)(=O)NC(C)C)ccc32)cc1	0.9	1.4	8	1
Cc1cc(C)c(C(N)=O)c(Nc2ccc(-c3ccccc3)cc2)n1	-0.1	0.5	-2	-8
FC(F)(F)Oc1ccc2c(c1)C1C=CCC1C(c1ccc(Br)cc1)N2 (stereo not drawn)	0.0	0.3	9	7
Cc1ccccc1-c1ccc(N2CCN(S(=O)(=O)c3ccc4c(c3)OCCO4)CC2)nn1	0.0	-0.7	-18	2
O=C(NCc1nnc(SCC(=O)N2N=C(c3cccs3)CC2c2ccc(F)cc2)n1-c1ccccc1)c1ccccc1F (stereo not drawn)	0.1	0.7	-14	12
COC(=O)c1cccc(N2C(=O)c3ccc(Oc4cccc(NC(C)=O)c4)cc3C2=O)c1	0.2	1.5	9	-21
Cc1ccc(NC(=O)NCCN2CCN(C(=O)Nc3ccc(C)cc3)CC2)cc1	-0.1	-0.1	-3	-4
Cc1nnc(NC(=O)c2ccc(Cl)cc2)s1	-0.2	1.5	-6	-29
COc1ccc(C(=O)N=c2sc3c4ccccc4ccc3n2C)cc1OC	-0.1	-0.8	-10	-8
COc1cc(Br)cc(C2NC(=S)NC(C)=C2C(N)=O)c1OC (stereo not drawn)	0.0	0.3	13	-8
COc1cc(Br)ccc1OCC(=O)N/N=C/c1cccc([N+](=O)[O-])c1	0.3	-1.5	12	-4
CC1CN(CC(O)COCC2COc3ccccc3O2)CC(C)O1 (stereo not drawn)	0.0	-0.4	10	-39
Cc1ccc(S(=O)(=O)N2CCCCC2)cc1NC(=O)c1cc(F)c(F)c(F)c1F	0.1	-0.1	2	20
(further entries)
SMILES	FBW7 act	GPR151 ag	MITF inh	TEAD-YAP block
COc1ccc(CNC(=O)NCC2CC(=O)N(c3ccc(Cl)cc3)C2)cc1 (stereo not drawn)	0.1	-0.8	3	15
CC1CCN(C(=O)CSc2nnc3ccc(-c4ccco4)nn23)CC1	1.1	0.9	9	5
COc1ccc(S(=O)(=O)n2c(C)nc3ccccc32)cc1C	0.2	-0.3	11	-5
CC(C)(CNC(=O)c1cc(Cc2ccc(F)cc2)no1)N1CCOCC1	0.2	1.2	8	11
COc1ccc(NC(=O)CN(C)S(=O)(=O)c2cccc3cnccc23)cc1OC	-0.1	0.3	27	42*
COc1cc(C(=O)Nc2nnc(C(F)(F)F)s2)c([N+](=O)[O-])cc1OC	0.0	-1.0	9	7
CCOc1ccc(C2C(C(=O)Nc3ccc(C)cn3)=C(C)NC3=C2C(=O)CC(C)(C)C3)cc1 (stereo not drawn)	0.1	-1.3	3	8
Cn1c(C(O)c2ccc(Cl)cc2)nc(I)c1Cl (stereo not drawn)	0.0	-0.1	4	1
CCOC(=O)N1CCN(CC(=O)Nc2ccc(OC)cc2)CC1	0.1	0.1	-3	7
Cc1ccccc1C(=O)Nc1ccc(NC(=O)c2ccccc2C)cc1	0.0	1.8	14	3
COc1ccc2c(c1)OC(C)CN(CCC(=O)N1CCc3[nH]c4ccc(OC)cc4c3C1)C2 (stereo not drawn)	-0.3	-1.1	-2	6
O=C(NC(C(=O)Nc1cccc(Cl)c1)c1ccccc1)c1ccc(Cl)cc1 (stereo not drawn)	-0.1	1.6	17	1
CC1CCC(NC(=O)c2nnc(Cc3ccccc3Cl)o2)CC1 (stereo not drawn)	0.2	1.6	6	0
CNC(=O)c1ccsc1NC(=O)Cc1ccc(C)cc1	0.0	2.3	12	-2
COc1ccc(/C=C2/SC(=S)N(CCC(=O)N3CCCCC3)C2=O)cc1	-0.1	0.2	1	1
CC1=C(C(=O)Nc2ccccc2)C(c2ccc(F)cc2)NC(=S)N1 (stereo not drawn)	0.1	1.3	3	-2
CCOC(=O)C1=C(C)NC2=C(C(=O)CCC2)C1c1ccncc1 (stereo not drawn)	0.5&0.1	-0.1&0.5	-2&-5	1&-9
N/C(=N\C(=S)Nc1ccccc1)N1CCN(Cc2ccccc2)CC1	-0.2	0.3	-7	4
COc1cc(C=O)ccc1OCCCOc1ccc(F)cc1	0.1	-1.2	10	-27
CCCN1C(=O)c2ccc(C(=O)Nc3cc(C(=O)O)cc(C(=O)O)c3)cc2C1=O	0.0	-0.1	7	1
CCOC(=O)c1cnc2cc(C(F)(F)F)ccc2c1Nc1cc(Cl)c(OC)cc1OC	-0.1	-0.5	9	-1
Cc1ccc(-c2csc(Nc3nc4cc5c(cc4s3)OCO5)n2)o1	1.0	-0.5	18	0
N#C/C(=C\c1ccc(OCC(=O)O)cc1)C(=O)NCC1CCCO1 (stereo not drawn)	-0.5	-0.6	-4	8
O=C(c1cc(C(=O)N2CCCc3ccccc32)cc([N+](=O)[O-])c1)N1CCCc2ccccc21	-0.2	-1.7	-1	17
O=C(CSc1nc2c(c(=O)n1-c1ccc(F)cc1)SCC2)N1CCCCC1	0.1	-0.8	21	-5
Later entries:
SMILES	FBW7 act	GPR151 ag	MITF inh	TEAD-YAP block
O=C(c1cc(F)c(F)cc1Cl)N1CCN(c2ccc(Cl)cc2[N+](=O)[O-])CC1	-0.4	-1.0	8	3
COc1ccc(SCC(=O)N(CCN(C)C)c2nc3ccc(C)cc3s2)cc1	0.0	-0.5	-9	-35
CCOc1ccc(-n2nc(C(=O)N(C)c3ccc(Cl)cc3)c3ccccc3c2=O)cc1	-0.2	-0.2	4	-9
CCOc1ccc(-n2nc3ccc(NC(=S)NC(=O)c4ccco4)cc3n2)cc1	0.0	-0.7	-5	1
O=C(NCc1ccc(Cl)cc1)c1cc([N+](=O)[O-])ccc1Cl	-0.1	0.5	7	-3
COCCNC(=S)NCc1ccc2[nH]c3c(c2c1)CCCC3	0.0	1.2	7	20
Clc1cccc(Cl)c1OCCCCn1ccnc1	-0.1	0.6	52*	0
CCOC(=O)c1sc2nc(CC(=O)OC)nc(Nc3cc([N+](=O)[O-])ccc3OC)c2c1C	0.1	-0.7	-10	-6
O=C(CSc1ccc2nnc(-c3ccncc3)n2n1)NCc1ccccc1	0.1	-0.2	-4	-2
CCN(CC)c1ccc(C2C(C#N)=C(N)Oc3n[nH]c(C)c32)cc1 (stereo not drawn)	0.0	-0.7	18	5
COc1ccccc1/C=N/NC(=O)Cc1cccc2ccccc12	0.1	2.2	14	6
CC1CCN(S(=O)(=O)c2ccc(F)c(C#N)c2)CC1	0.6	-2.7	1	5
COC(=O)c1c(NC(=O)c2ccc(S(=O)(=O)N(C)C)cc2)sc2c1CCN(C(C)=O)C2	0.0	0.6	7	4
Cn1c(=O)n(Cc2ccccc2)c(=O)c2c1nc(Cl)n2Cc1ccccc1	0.0	0.3	-14	-1
O=C(NCCN1CCOCC1)c1cccc(-n2ncc3c2CCC(Nc2ccccc2)C3)c1 (stereo not drawn)	-0.1	-1.7	21	14
Cc1c(C=O)c2cc([N+](=O)[O-])ccc2n1C	-0.2	1.1	-17	2
CCOC(=O)C(CC)n1cnc2c(nnn2-c2ccc(C)cc2)c1=O (stereo not drawn)	0.0	0.7	-4	2
CCOC(=O)c1sc(NC(=O)CSc2n[nH]c(Cc3ccccc3)n2)c(C#N)c1C	0.6	-1.0	24	7
CCn1nc([N+](=O)[O-])c(C(C#N)c2nc3ccccc3n2C)c(Cl)c1=O (stereo not drawn)	-0.3	0.5	-6	0
CC(C)(C)C(=O)CNS(=O)(=O)c1ccc(S(=O)(=O)NC2CCCCC2)cc1	0.2	0.6	4	5
Cc1cc(=O)nc2c3ccccc3n(CC(=O)NCc3cccc(Cl)c3)n12	0.2	1.4	3	5
Cc1ccc(S(=O)(=O)NC(N)=NCCc2c[nH]c3ccccc23)cc1	0.3	1.8	1	-4
O=C1CCc2cc(S(=O)(=O)N(Cc3ccccc3)c3ccccc3)cc3c2N1CC3	0.7	-1.5	13	-4
O=C(O)c1ccc(N/N=C/c2c(F)cccc2Cl)cc1	0.0	-8.3	2	36*
CCOc1ccc(C(=O)O/N=C(\N)c2ccccn2)cc1	0.0	-7.4	3	91*
(further entries)
SMILES	FBW7 act	GPR151 ag	MITF inh	TEAD-YAP block
COc1cccc(NC(=O)CNC(=O)c2ccccc2)c1	-0.1	2.2	18	-16
COc1ccc(CCN=C2NS(=O)(=O)C(c3ccc(C)cc3)=C2C)cc1OC	1.6	-0.9	13	7
Cc1[nH]c(=O)[nH]c(=O)c1/C=N/NC(=O)c1cc2ccccc2o1	-0.1	0.9	17	1
O=C(CSc1nnc(NC2CCCCC2)s1)Nc1cccnc1	-0.1	0.5	-2	-8
CCOc1ccc(-n2c(N)c(-c3nc4ccccc4[nH]3)sc2=S)cc1	-0.1	0.3	-1	-7
CN(CC(=O)NCc1ccc(F)cc1)S(=O)(=O)c1cccc2cnccc12	-0.1	-1.0	14	22
CC(=O)Nc1ccc(Nc2cc(Cl)c3nonc3c2[N+](=O)[O-])cc1	0.0	-1.1	0	1
CN1C(=O)/C(=C/c2cn(CC(=O)NCc3ccco3)c3ccccc23)C(=O)NC1=S	-0.5	-0.4	8	-14
CSc1ccc(CN2C(=O)C(C)Oc3cccnc32)cc1 (stereo not drawn)	0.1	1.0	7	-10
CCCCN(C(=O)C(C)(C)Oc1ccc(Cl)cc1)c1c(N)n(CCC)c(=O)[nH]c1=O	0.0	-2.0	-4	-11
COc1ccc(-c2cn3c(C(=O)NCc4ccccn4)csc3n2)cc1	-0.3	-0.8	0	-11
Clc1ccc(Cl)c(SCCc2ccncc2)c1	-0.1	-0.9	-2	15
Cc1cc(SCC(=O)NC2CCCC2)nc(=O)[nH]1	0.2	-0.5	15	12
Cc1cc(C)nc(Sc2ccc(NC(=O)NC(C)(C)C)cc2)n1	-0.2	-0.6	2	10
CCOC(=O)c1c(NC(=O)Cc2ccc(OC)c(OC)c2)sc(C)c1C	-0.1	-0.8	5	-4
O=C(NCc1nc2ccccc2n1CCCOc1ccc(Cl)cc1)c1ccco1	-0.2	-0.8	-7	3
CCCNC(=O)Cc1cn(-c2ccc(Nc3nccc4ccccc34)nn2)c2ccccc12	0.4	-0.1	16	-7
O=C(c1cc([N+](=O)[O-])ccc1F)n1nnc2ccccc21	0.1	0.8	3	1
O=P(Nc1ccccc1)(Nc1ccccc1)c1ccccc1	0.0	0.9	2	13
COc1ccc(C2C(C(=O)OCc3ccccc3)=C(C)NC3=C2C(=O)CCC3)cc1OC (stereo not drawn)	-0.1	1.9	-9	0
Cc1cc(Cl)ccc1NC(=O)c1cc(C2CC2)[nH]n1	0.3	-2.2	15	-52
NC1=NC(=O)/C(=C/c2cccc(Oc3ccccc3)c2)S1	-0.1	-1.2	-10	2
Clc1cc2c(cc1CSc1nc3ncccc3[nH]1)OCO2	0.0	0.7	-4	5
COc1ccc(-n2nc(C(=O)N(C)c3ccc(Cl)cc3)c3ccccc3c2=O)cc1	0.0	-0.2	2	4
CCOCCOC(=O)COc1ccc2c(-c3ccccc3)cc(=O)oc2c1	0.8	-1.2	5	9
O=C(Nc1nc(-c2ccc(Cl)cc2)cs1)c1ccccc1	-0.1	0.5	-2	-12

Of the compounds above, eleven contain a nitro group on carbon:
SMILES	FBW7 act	GPR151 ag	MITF inh	TEAD-YAP block
CCCNc1ccc(C(N)=O)cc1[N+](=O)[O-]	0.7	-1.3	8	-6
COc1cc(Br)ccc1OCC(=O)N/N=C/c1cccc([N+](=O)[O-])c1	0.3	-1.5	12	-4
COc1cc(C(=O)Nc2nnc(C(F)(F)F)s2)c([N+](=O)[O-])cc1OC	0.0	-1.0	9	7
O=C(c1cc(C(=O)N2CCCc3ccccc32)cc([N+](=O)[O-])c1)N1CCCc2ccccc21	-0.2	-1.7	-1	17
O=C(c1cc(F)c(F)cc1Cl)N1CCN(c2ccc(Cl)cc2[N+](=O)[O-])CC1	-0.4	-1.0	8	3
O=C(NCc1ccc(Cl)cc1)c1cc([N+](=O)[O-])ccc1Cl	-0.1	0.5	7	-3
CCOC(=O)c1sc2nc(CC(=O)OC)nc(Nc3cc([N+](=O)[O-])ccc3OC)c2c1C	0.1	-0.7	-10	-6
Cc1c(C=O)c2cc([N+](=O)[O-])ccc2n1C	-0.2	1.1	-17	2
CCn1nc([N+](=O)[O-])c(C(C#N)c2nc3ccccc3n2C)c(Cl)c1=O (stereo not drawn)	-0.3	0.5	-6	0
CC(=O)Nc1ccc(Nc2cc(Cl)c3nonc3c2[N+](=O)[O-])cc1	0.0	-1.1	0	1
O=C(c1cc([N+](=O)[O-])ccc1F)n1nnc2ccccc21	0.1	0.8	3	1
